# Screens as filed in PubChem.
# PMI activator – activators of human phosphomannose isomerase; P34949; purified human PMI, coupled resazurin fluorescence, 20 min; active compounds read high; 1 = vehicle control, 0 substrate-free wells; activation factor at 20 µM; actives 0.005% (n = 190,000); AID 1214;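 active = activation factor of 2 or more at 20 µM, relative to plate controls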
# Target sequence (P34949 whole entry, looked up): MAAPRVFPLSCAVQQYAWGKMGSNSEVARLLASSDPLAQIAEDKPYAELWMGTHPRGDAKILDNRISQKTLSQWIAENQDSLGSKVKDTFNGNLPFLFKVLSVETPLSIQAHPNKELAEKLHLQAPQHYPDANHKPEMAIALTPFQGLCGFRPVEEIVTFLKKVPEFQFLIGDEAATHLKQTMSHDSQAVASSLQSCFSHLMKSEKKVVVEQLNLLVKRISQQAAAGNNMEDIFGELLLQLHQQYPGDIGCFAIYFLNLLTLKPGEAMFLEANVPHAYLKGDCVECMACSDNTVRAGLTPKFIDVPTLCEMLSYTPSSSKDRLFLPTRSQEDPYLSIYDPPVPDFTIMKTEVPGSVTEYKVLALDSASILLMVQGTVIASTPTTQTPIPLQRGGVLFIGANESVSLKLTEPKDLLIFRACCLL
# PMI act hi M6P – PMI (human) activation, high substrate; P34949; coupled PMI enzyme assay, resazurin fluorescence, 20 min; active compounds read high; 1 = untreated enzyme, 0 = substrate-free blank; activation factor at 20 µM; actives 0.34% (n = 190,000); AID 1216;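 active = activation factor of 2 or more at 20 µM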
#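 Test system: human phosphomannose isomerase with PGI, G6PDH, diaphorase coupling enzymes; Amount: PMI at 15 ng/mL final; Reagent: Mannose-6-phosphate 1.0 mM (near-saturating) plus 0.22 mM NADP+; Timing: 20 min, room temperature; Technique: resorufin fluorescence at Ex 544/Em 590 nm; Dosing: 20 µM single dose.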
# HMGR II inh – E. faecalis class II HMG-CoA reductase inhibition; purified E. faecalis HMGR, NADPH absorbance 340 nm kinetic; inhibition, % at 10 µM; actives 0.41% (n = 190,000); AID 1066;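 active = inhibition above a set limit, the median over all tested compounds plus 3 SD, cut at about 9.5% in these data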;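 note: enzyme runs in reverse so mevalonate oxidation gives rising NADPH absorbance; 0% = complete reaction with DMSO and 100% = background rate lacking mevalonate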
# TNAP act hiacc – activators of human TNAP at high phosphate acceptor concentration; 200,000 tested, under 10 active; activation factor at 20 µM; P05186; purified TNAP, CDP-star luminescence, 1 M DEA, 30 min; active compounds read high; 0 = EDTA background, 1 = DMSO-only activity;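 active = activation factor at least 2 at 20 µM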
# Target sequence (P05186 whole entry, looked up): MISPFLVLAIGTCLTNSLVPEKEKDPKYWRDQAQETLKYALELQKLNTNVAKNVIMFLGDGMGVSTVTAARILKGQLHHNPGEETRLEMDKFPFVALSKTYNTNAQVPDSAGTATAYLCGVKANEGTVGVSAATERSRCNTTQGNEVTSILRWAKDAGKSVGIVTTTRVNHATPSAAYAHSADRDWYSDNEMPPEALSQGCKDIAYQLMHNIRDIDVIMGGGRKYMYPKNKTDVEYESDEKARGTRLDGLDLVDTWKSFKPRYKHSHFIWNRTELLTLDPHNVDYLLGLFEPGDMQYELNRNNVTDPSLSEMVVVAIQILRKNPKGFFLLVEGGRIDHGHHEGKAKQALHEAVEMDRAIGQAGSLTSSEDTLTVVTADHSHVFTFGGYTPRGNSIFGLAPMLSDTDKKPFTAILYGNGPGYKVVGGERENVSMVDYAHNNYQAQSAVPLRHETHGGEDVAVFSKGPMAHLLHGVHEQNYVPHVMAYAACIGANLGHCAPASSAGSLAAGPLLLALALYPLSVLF
#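 Dosing: 20 µM single point. System: human TNAP. Amount: TNAP 1/800 final. Incubation: 30 min, room temperature. Read-out: TNAP activation factor scaled between EDTA and DMSO control wells. Signal: luminescence from CDP-star hydrolysis. Medium: 1 M DEA, pH 9.8, Mg2+, Zn2+. Control set: EDTA negative control, DMSO positive control.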
# TNAP inh noacc – blocks human TNAP activity with no phosphate acceptor present; P05186; purified TNAP, CDP-star luminescence, 30 min; inhibition, % at 20 µM; actives 0.26% (n = 200,000); AID 1012;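 active = tissue-nonspecific alkaline phosphatase inhibition above about 50% at 20 µM in the single-dose screen, limit read from the data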;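 note: 0% = DMSO negative control and 100% = EDTA positive control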
# Diaphorase act – counter-screen for diaphorase-based assays: diaphorase activators and chemical reducers | Diaphorase/resazurin coupled assay, resorufin fluorescence, 16 min; active compounds read high; 1 = vehicle wells, 0 = NADH-free wells | activation factor at 20 µM | actives 0.005% (n = 190,000);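 active = diaphorase activity raised at least twofold by the compound at 20 µM; inactive = activation factor below 2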
#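 Test system: Clostridium kluyveri diaphorase, purified enzyme; input: enzyme 0.07 U/mL final; buffer or medium: 50 mM HEPES pH 7.4 with 4.542 mM MgCl2, 0.005% Tween 20; also added: 0.114 mM NADH and 0.1 mM resazurin, final amounts; schedule: 16 min enzyme reaction, ambient temperature; technique: fluorescence of resorufin, 544 nm excitation, 590 nm emission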
# Diaphorase inh – diaphorase inhibition or chemical oxidation counter-screen; inhibition, % at 20 µM; actives 0.69% (n = 190,000); diaphorase resazurin-to-resorufin fluorescence, NADH, 16 min; bacterial (C. kluyveri) enzyme, not human; AID 1217;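 active = primary screen inhibition at 20 µM above a set limit, cut at about 50% in these data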;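 note: plate controls were DMSO with full reaction for no effect and wells lacking NADH for full effect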
#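 Test system: bacterial diaphorase enzyme (C. kluyveri); Quantity: 0.14 U/mL diaphorase, enzyme working solution; Times: reaction incubation of 16 min at room temperature; Measured by: fluorescence of resorufin formed from resazurin, Ex 544/Em 590 nm; Benchmarks: positive control minus NADH, DMSO neutral control.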
# FLuc act counter – firefly luciferase counter-screen for stimulation assays | P08659 | AID 1027 | ATPlite luciferase biochemical, luminescence, 10 min; 0 = ATP-free wells, 1 = DMSO control | 200,000 tested, under 10 active | activation factor at 10 µM;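 active = luciferase activation factor, scaled between plate controls, of at least 2 with compound at 10 µM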
#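 Material: Luciferase/luciferin reagent mix | Doses: Test compounds dosed from 2 mM stocks in 100% DMSO | Timing: 10 min incubation after luciferase reagent addition, room temperature | Measured by: Luminescence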
# G6PDH counter – L. mesenteroides G6PDH inhibition counter-screen. Purified L. mesenteroides G6PDH, diaphorase/resazurin coupled fluorescence, 45 min. actives 0.12% (n = 200,000). inhibition, % at 5 µM; in the data active = inhibition above about 50%
# TNAP inh hi DEA – TNAP (human) inhibition, high acceptor. inhibition, % at 20 µM. actives 0.03% (n = 200,000). purified TNAP, CDP-star luminescence, 1 M DEA. P05186;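 active = over 50% inhibition of tissue-nonspecific alkaline phosphatase at 20 µM in the single-dose screen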;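 note: plate controls were DMSO wells for no effect and EDTA-quenched wells as full inhibition for full effect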
# An asterisk follows results filed as active; nt = no result given.
SMILES,PMI activator,PMI act hi M6P,HMGR II inh,TNAP act hiacc,TNAP inh noacc,Diaphorase act,Diaphorase inh,FLuc act counter,G6PDH counter,TNAP inh hi DEA
O=S(=O)(Nc1ccccc1)c1ccc(Oc2ncc(C(F)(F)F)cc2Cl)cc1,0.8,0.7,-1,1,-7,0.7,33,1,-7,-2
CNC(=O)C(=O)NCC1OCCN1S(=O)(=O)c1ccc([N+](=O)[O-])cc1 (stereo not drawn),0.9,0.8,-3,1,-14,0.8,18,1,6,-4
CCOc1ccc2nc(NCCNC(=S)NCCCN(C)C)c(C#N)cc2c1,1,0.8,-5,1.1,-16,1,1,1.1,11,-6
COc1cc(NC(=O)Nc2ccccc2OC)c(OC)cc1NC(=O)CN1CCCCC1,0.9,0.8,-2,1,-3,0.9,12,1.1,7,-3
O=C(Cc1ccccc1)NN1C(=O)C2C3C=CC(C3)[C@@H]2C1=O (stereo partly drawn),1,0.9,-2,1,-14,1,1,1,10,1
N#C/C(=C\c1cn[nH]c1-c1ccccc1)C(=O)NC1CCCCCC1,0.8,0.8,-7,1,-7,0.7,27,1,6,-5
CCOc1cccc(NC(=O)/C(C#N)=C\c2cccnc2)c1,1,1,-4,1,-24,1,4,1.1,0,-4
CCn1ccnc1CN1CCc2c([nH]c3ccccc23)C1CC(C)C (stereo not drawn),0.9,0.9,-7,1,-2,1,-1,1,16,-2
COc1ccc(C(=O)C[n+]2ccc(N)c(C)c2C)cc1,1,1,-3,1.1,-7,1,1,1,22,-12
CCN(CC)S(=O)(=O)c1ccc(-c2nnc(SCC(=O)c3ccc(OC)cc3)o2)cc1,1,1,-5,1.1,-16,0.9,8,1.1,-3,-6
O=C(Nc1ccc(C(=O)N2CCOCC2)cc1)c1cc(-c2cccnc2)nc2ccc(Br)cc12,1,1,-1,1.1,-5,0.8,20,1,6,-5
CCOC(=O)c1c(C)nc(C)c2c(=O)oc3ccccc3c12,1.1,1.1,-3,1,-9,1.1,-8,1,2,-2
COc1cc(OC)cc(C(=O)N[C@H](C(=O)OCC(=O)NC(=O)NC(C)(C)C)C(C)C)c1,0.9,0.9,-1,1,-6,0.8,18,1.1,-3,-2
CCc1sc(C(=O)Nc2cccc(C(C)=O)c2)cc1C,0.9,1,-2,1,-11,0.9,11,0.7,3,-2
CCNC(=S)N1CCN(C(c2ccccc2)c2ccccc2)CC1,0.8,0.8,2,1.1,-5,1,-2,1.1,25,-6
Cc1cc([N+](=O)[O-])ccc1NCc1cccc([N+](=O)[O-])c1,0.9,0.9,-1,0.9,-6,0.9,12,1,4,6
COc1ccc(S(=O)(=O)NCc2ccc(C(=O)N(C)Cc3ccco3)cc2)cc1,0.9,0.9,-1,1.1,-12,0.8,19,1.1,7,-6
COc1ccc(C2c3c(C)nn(-c4ccccc4)c3NC(=O)N2c2ccccc2)cc1 (stereo not drawn),1,1,-12,1,-8,0.8,16,1.1,-4,-4
Cc1cc(CSc2ccccc2)ccc1NC(=O)c1ccc(CN2CCOCC2)cc1,1,1,-6,0.9,-1,0.9,9,1,9,7
Cc1cccc(NC(=O)C(CC(C)C)NC(=O)C2CCC(C)CC2)n1 (stereo not drawn),1,1.1,0,1,-11,1,5,1.1,6,-1
O=C(Nc1ccccc1N1CCOCC1)c1cc2c(s1)CCCCC2,0.9,0.9,-1,1,-18,0.8,18,0.3,-2,-5
COc1ccccc1CNC(=O)C(=O)NCC1OCCN1S(=O)(=O)c1ccc2c(c1)OCCO2 (stereo not drawn),1,1,-2,1.1,-9,0.8,19,1.1,12,-6
CCNC(=O)COc1ccc(OCc2ccccc2)cc1,1,1,-8,1.1,-4,1,5,1,10,-6
COc1ccc(Cc2nc(=S)[nH][nH]2)cc1Br,0.7,1.2,-6,1,-86,0.8,20,1,3,-3
COC(=O)c1cc(NC2c3ccccc3C(=O)N2c2ccc(Cl)cn2)cc(C(=O)OC)c1 (stereo not drawn),0.9,0.9,-7,1,-2,0.9,13,0.9,-5,2
Cn1cnc(S(=O)(=O)NCc2ccccc2)c1,1,0.9,3,1.1,-10,0.8,16,1.1,-2,-5
C=CCOc1c(Br)cc(CNc2nccs2)cc1OC,0.9,0.9,14*,1,-1,0.9,9,1,-2,5
CCN(CC)C(=O)C1CC(c2ccc(OC)cc2)=NO1 (stereo not drawn),0.9,0.9,-3,1,-7,0.9,10,1,-2,1
CCOC(=O)C1CCN(C(=O)CSc2c3c(nc4ccccc24)CCC3)CC1,1,1,-3,1,-4,0.9,14,1.1,2,-2
Cc1ccc(Cl)cc1NC(=S)N(CCN(C)C)Cc1cccs1,1,1,-8,1,-7,1,2,1.1,4,2
CC1(C)Cc2ccccc2-c2n[nH]c(=S)n21,1,1,-2,1,18,0.8,15,1,15,-3
COc1ccc(OC)c(-c2csc(N(CC3CCCO3)C(=O)Cc3ccccc3)n2)c1 (stereo not drawn),0.8,0.9,-1,1,-6,0.7,25,1.1,6,-3
CS(=O)(=O)N(Cc1ccc(C(=O)NN=C2CCCCCC2)cc1)c1ccccc1,1,1.1,0,1,-48,0.9,8,1,10,-1
O=C(OCc1ccc([N+](=O)[O-])cc1)c1ccccn1,1,0.9,2,1.1,-18,0.5,46,1.1,0,-7
COc1ccc(CN2C(=O)CN(C3CCCCCC3)C(=O)C2c2ccc(F)cc2)cc1 (stereo not drawn),1,1,-2,1,-4,1,4,1,4,0
COc1cc2c(cc1OC)C(NC(=O)C(F)(F)F)C/C2=N\O (stereo not drawn),1,1,2,1,-13,1,1,1.1,8,-2
Cc1ccc(NN=C2c3ccccc3-c3ccccc32)cc1,1.3,2.2*,-4,1,8,0.8,24,1.1,-17,3
COc1ccc(-c2[nH]ncc2CNC(C)CCn2cccn2)cc1F (stereo not drawn),1,1,-1,1.1,9,0.9,10,1,0,-7
O=C(c1ccccc1)c1cc([N+](=O)[O-])ccc1N1CCCC1,1,0.9,-1,0.9,-3,0.8,18,1.1,-6,7
O=C(CN(C(=O)CSc1nc2ccccc2o1)c1ccccc1F)NC1CCCCC1,0.9,1,2,1,-15,0.9,7,1.1,-12,-2

# Part of the list above in order of heavy-atom count, largest number first:
SMILES,PMI activator,PMI act hi M6P,HMGR II inh,TNAP act hiacc,TNAP inh noacc,Diaphorase act,Diaphorase inh,FLuc act counter,G6PDH counter,TNAP inh hi DEA
COc1ccccc1CNC(=O)C(=O)NCC1OCCN1S(=O)(=O)c1ccc2c(c1)OCCO2 (stereo not drawn),1,1,-2,1.1,-9,0.8,19,1.1,12,-6
COc1cc(NC(=O)Nc2ccccc2OC)c(OC)cc1NC(=O)CN1CCCCC1,0.9,0.8,-2,1,-3,0.9,12,1.1,7,-3
COc1ccc(C2c3c(C)nn(-c4ccccc4)c3NC(=O)N2c2ccccc2)cc1 (stereo not drawn),1,1,-12,1,-8,0.8,16,1.1,-4,-4
CS(=O)(=O)N(Cc1ccc(C(=O)NN=C2CCCCCC2)cc1)c1ccccc1,1,1.1,0,1,-48,0.9,8,1,10,-1
CCOC(=O)C1CCN(C(=O)CSc2c3c(nc4ccccc24)CCC3)CC1,1,1,-3,1,-4,0.9,14,1.1,2,-2
O=C(Nc1ccccc1N1CCOCC1)c1cc2c(s1)CCCCC2,0.9,0.9,-1,1,-18,0.8,18,0.3,-2,-5
CCNC(=S)N1CCN(C(c2ccccc2)c2ccccc2)CC1,0.8,0.8,2,1.1,-5,1,-2,1.1,25,-6
O=C(c1ccccc1)c1cc([N+](=O)[O-])ccc1N1CCCC1,1,0.9,-1,0.9,-3,0.8,18,1.1,-6,7
COc1ccc(C(=O)C[n+]2ccc(N)c(C)c2C)cc1,1,1,-3,1.1,-7,1,1,1,22,-12
O=C(OCc1ccc([N+](=O)[O-])cc1)c1ccccn1,1,0.9,2,1.1,-18,0.5,46,1.1,0,-7
Cn1cnc(S(=O)(=O)NCc2ccccc2)c1,1,0.9,3,1.1,-10,0.8,16,1.1,-2,-5
COc1ccc(Cc2nc(=S)[nH][nH]2)cc1Br,0.7,1.2,-6,1,-86,0.8,20,1,3,-3

# More compounds follow.
SMILES,PMI activator,PMI act hi M6P,HMGR II inh,TNAP act hiacc,TNAP inh noacc,Diaphorase act,Diaphorase inh,FLuc act counter,G6PDH counter,TNAP inh hi DEA
Cc1ccc2c(c1)C1CN(C)CCC1N2S(=O)(=O)c1ccc(Oc2ccc([N+](=O)[O-])cc2)cc1 (stereo not drawn),0.9,1,-1,1,-8,1.1,-6,1.1,5,-4
Cc1ccc(/C=N/NC(=O)CNC(=O)Cc2ccccc2)o1,0.8,0.9,-1,1,-4,0.9,13,1,5,-4
C/C(=N/NS(=O)(=O)c1ccc(Br)cc1)c1ccc(NC(=O)c2ccc(C)o2)cc1,0.8,0.9,-3,1,-8,0.8,16,1,-3,2
CC1=C(C(=O)Nc2ccccc2)C(c2ccccn2)n2nc(CCCO)nc2N1 (stereo not drawn),1,1.1,nt,1,-2,1,-3,1,-2,3
CN(C(=O)COC(=O)CNC(=O)c1sc2ccccc2c1Cl)c1ccccc1,1,1,1,1,-1,0.9,13,0.9,-3,-1
COc1ccc(CCNC(=O)COC(=O)c2cnccn2)cc1,1,0.9,-1,1,-9,0.9,6,1,-6,-2
Cc1ccc(S(=O)(=O)N(CC(=O)N/N=C/c2cccc(Cl)c2)c2cccc3cccnc23)cc1,1,1,3,1,-12,1,5,1.1,2,-5
Cc1c(N/C=C/C(=O)C(F)(F)F)c(=O)n(-c2ccccc2)n1C,1.2,1.1,-3,1,-11,0.9,6,1,2,-4
